Assay outcomes from PubChem.
CHO parental Ca: ATP-evoked calcium signal inhibitors, parental CHO, primary screen, counter-screen for OX1R antagonist project, cell-based, fluorescence, Fluo-8 calcium dye | actives 0.63% (n = 330,000) | AID 463079, 2010 | inhibition, % at 5.6 µM | parental CHO-K1, ATP-induced calcium, Fluo-8 fluorescence;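 active means inhibition above that plate's mean sample inhibition plus 3 SD, cut at about 26% in these data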;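 further: 0% = ATP-challenged DMSO wells and 100% = DMSO wells without ATP; some compounds past the cut are filed as inactive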
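Material: Parental CHO cells | Reagent: ATP | Compound dosing: Single nominal dose of 5.6 µM per compound | Detection: Intracellular calcium via Fluo-8 no-wash fluorescent dye | Read-out: % inhibition of ATP-induced calcium mobilization | Benchmarks: Low control ATP plus DMSO, high control DMSO only | Replicates: Singlicate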
OXTR potentiator: human OXTR potentiators, primary screen, fluorescence, CHO-OTR cells, Fluo-8 calcium; AID 2445, 2010; actives 0.061% (n = 320,000); activation, % at 3 µM; Fluo-8 calcium fluorescence, potentiator mode; 0% = oxytocin EC15, 100% = EC100; Oxytocin receptor (Homo sapiens), P30559;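 active means activation above that plate's cutoff, the mean activation of tested compounds plus 3 SD, cut at about 6.6% in these data, passing the limit was not always enough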;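 further: 100% uses oxytocin at 75 nM as the full agonist control; some results filed as inactive read as strong as hits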
Target sequence (P30559 whole entry, looked up): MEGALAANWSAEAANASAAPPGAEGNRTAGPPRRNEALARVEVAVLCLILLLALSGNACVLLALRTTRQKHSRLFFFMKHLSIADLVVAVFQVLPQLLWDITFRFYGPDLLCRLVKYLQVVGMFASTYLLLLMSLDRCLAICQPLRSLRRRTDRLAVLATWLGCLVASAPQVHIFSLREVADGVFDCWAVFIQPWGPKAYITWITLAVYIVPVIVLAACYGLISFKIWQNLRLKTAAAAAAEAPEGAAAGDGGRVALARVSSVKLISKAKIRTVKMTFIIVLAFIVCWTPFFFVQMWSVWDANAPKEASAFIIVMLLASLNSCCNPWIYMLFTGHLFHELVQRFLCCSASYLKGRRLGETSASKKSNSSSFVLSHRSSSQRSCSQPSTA
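Assay system: CHO-OTR cells, human receptor / Also added: oxytocin at about EC15, sub-maximal agonist stimulus / Dosing: single dose, 3.0 µM nominal final compound concentration / Incubation: 6 min pre-incubation, 100 s read / Technique: Fluo-8 calcium dye fluorescence / Read-out: % activation vs EC15 and EC100 oxytocin / Benchmarks: EC15 oxytocin low, 75 nM oxytocin high / Replicates: singlicate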
TAAR1 antag: human TAAR1 antagonists, primary screen, Fluo-8 calcium fluorescence, CHO RD-HGA16 cells; AID 624466, 2012; inhibition, % at 3 µM; actives 1.5% (n = 360,000); antagonist;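 active means inhibition above a per-plate cutoff, the mean inhibition of test compounds on that plate plus 3 SD, cut at about 49% in these data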;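 further: 0% = DMSO plus EC80 beta-PEA response and 100% = DMSO alone without agonist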
Target sequence (Q96RJ0 whole entry, looked up): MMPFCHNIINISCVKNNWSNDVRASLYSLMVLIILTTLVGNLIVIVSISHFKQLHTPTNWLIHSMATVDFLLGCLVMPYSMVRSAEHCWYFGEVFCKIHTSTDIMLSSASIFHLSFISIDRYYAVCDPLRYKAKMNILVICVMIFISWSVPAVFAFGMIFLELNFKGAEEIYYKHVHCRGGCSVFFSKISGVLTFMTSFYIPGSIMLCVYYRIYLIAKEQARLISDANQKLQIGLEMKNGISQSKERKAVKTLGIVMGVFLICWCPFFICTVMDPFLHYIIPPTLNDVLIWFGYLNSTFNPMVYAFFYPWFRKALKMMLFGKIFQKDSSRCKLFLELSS
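Assay system: CHO-derived RD-HGA16 cells stably expressing human TAAR1 plus Gα16. Timing: 140 s kinetic read after compound, 140 s after agonist. Technique: kinetic Fluo-8 calcium fluorescence measurement. Measure: % inhibition of agonist calcium response.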
CHRM1 agonist: human M1 muscarinic receptor agonists, primary screen, Fluo-8 calcium fluorescence, CHO-K1 cells, HTS; Muscarinic acetylcholine receptor M1 (Homo sapiens), P11229; CHO-K1 hM1, agonist mode; 0% DMSO, 100% acetylcholine EC100; activation, % at 3 µM; actives 0.33% (n = 360,000); AID 588814, 2011;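 active means activation above the run's mean compound activation plus 3 SD, cut at about 16% in these data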;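 further: peak over basal fluorescence ratio within a 140 s kinetic read after compound addition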
V1R ag counter: agonists of human V1a receptor, primary screen, counter-screen for OXTR agonist project, fluorescence, CHO-V1R cells; Vasopressin V1a receptor (Homo sapiens), P37288; Fluo-8 calcium fluorescence, agonist mode; 0% DMSO, 100% 3 nM vasopressin; activation, % at 3 µM; actives 0.25% (n = 320,000); AID 2797, 2010;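 active means activation above the mean activation of all tested compounds plus 3 SD, per screening run, cut at about 20% in these data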;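 further: signal is peak over basal fluorescence ratio across a 100 second FLIPR read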
TAAR1 agonist: human TAAR1 agonists, primary screen, Fluo-8 calcium fluorescence, CHO RD-HGA16 cells; Trace amine-associated receptor 1 (Homo sapiens), Q96RJ0; activation, % at 3 µM; vehicle wells 0%, saturating PEA agonist 100%; actives 0.99% (n = 360,000);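 active means activation above the mean activation of all test compounds in the run plus 3 SD, cut at about 38% in these data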
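System: CHO-derived RD-HGA16 cells with stable Gα16 and human TAAR1 / Times: 17-24 h plating, Fluo-8 75 min 37 °C, 30 min RT / Technique: calcium-sensitive Fluo-8 signal, excitation 470-495, emission 515-575 nm / Measure: % activation relative to PEA EC100 response / Benchmarks: DMSO and PEA EC100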
OXTR agonist: human OXTR agonists, primary screen, fluorescence, CHO-OTR cells, Fluo-8 calcium. Oxytocin receptor (Homo sapiens), P30559. Fluo-8 calcium fluorescence; normalized: DMSO 0%, oxytocin 100%. activation, % at 3 µM. actives 0.32% (n = 320,000);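 active means activation above the mean of all tested compounds plus 3 SD, cutoff set per screening run, cut at about 20% in these data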;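 further: peak over basal fluorescence ratio from a 100 s FLIPR kinetic read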
CHRM1 antagonist: human M1 muscarinic receptor antagonists, primary screen, CHO-K1 cells, Fluo-8 calcium fluorescence, 1536-well; Muscarinic acetylcholine receptor M1 (Homo sapiens), P11229; CHO-K1 hM1, ACh EC80 antagonist; inhibition, % at 3 µM; actives 1.3% (n = 360,000);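 active means percent inhibition above its own plate's cutoff, namely the mean of that plate's compound wells plus 3 SD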;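 further: peak over basal fluorescence ratio during 140 s after agonist addition; 0% = ACh EC80 plus DMSO and 100% = DMSO alone without agonist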
M1 PAM: human M1 muscarinic receptor positive allosteric modulators, primary screen, CHO-K1 cells, Fluo-8 calcium fluorescence, 1536-well; Muscarinic acetylcholine receptor M1 (Homo sapiens), P11229; CHO-K1 hM1, ACh EC20; 0% = ACh EC20, 100% = maximal ACh; activation, % at 3 µM; actives 0.088% (n = 360,000); AID 588819, 2011; in the data active means activation above about 19%, passing the limit was not always enough
The depositor's hits bear a star; nt = not tested or not shown.

Values run as follows: CHO parental Ca, OXTR potentiator, TAAR1 antag, CHRM1 agonist, V1R ag counter, TAAR1 agonist, OXTR agonist, CHRM1 antagonist, M1 PAM
CC(C)CN1CCC(=O)N(CCSc2ccc(Br)cc2)CC1
→ -11, -6, 2, -4, -0.3, 7, -0.4, 2, 6
COc1cccc(NC(=O)CN(C)C(=O)CCN2C(=O)C3CC=CCC3C2=O)c1 (stereo not drawn)
→ nt, nt, -26, 0, nt, 1, nt, -12, 17
CS(=O)(=O)N(CC(=O)N1CCOCC1)Cc1ccccc1
→ 0, 3, 2, -4, 0.1, -2, 0.2, 2, -3
CC(=O)N=C1SC2CS(=O)(=O)CC2N1Cc1ccc(C)cc1 (stereo not drawn)
→ -1, 3, 8, 2, 2.1, 2, -0.5, -15, 23
COc1cc(NC(=O)CN2CCN(S(=O)(=O)c3ccc(C(C)C)cc3)CC2)cc(OC)c1
→ -20, -10, 13, -4, 0.1, 3, 0.1, 0, 0
CCOc1ccccc1NC(=O)c1cccc2ccccc12
→ -30, 2, -4, 0, -0.4, -2, -2.3, -24, 16
Cc1nn(-c2ccccc2)c(N2CCCC2)c1/C=N/NC(=S)Nc1ccccc1F
→ -22, -6, 5, -6, -0.8, -1, -1.2, -9, 7
CCOc1cc2c3c(c1)C1(C(=O)N3C(C)(C)CC2C)C(C#N)=C(N)N2C(=C1C#N)Nc1ccccc12 (stereo not drawn)
→ -38, -10, 2, -4, -1.2, 4, 6.6, -5, 2
CC1=CC(C)C(CN(CCC[N+](C)(C)C)C(=O)Nc2ccccc2)C(C)C1 (stereo not drawn)
→ -15, -7, -30, -5, -0.3, 4, -0.7, 3, 3
CC(O)CNc1nc2ccccc2n1CC(=O)NCCc1ccc(Cl)cc1 (stereo not drawn)
→ -9, -26, 16, -3, -0.7, 0, -1.5, -9, 4
CCc1ccc(C(=O)NC(CCSC)C(=O)OC)cc1 (stereo not drawn)
→ -1, 1, -11, -7, -1.2, 1, -1.7, -23, 9
O=C(CCC(=O)c1cccs1)OCC(=O)c1ccc(F)cc1
→ 1, -5, -8, -2, 0.9, 0, 0.1, 3, -4
Cc1ccc(/C=N/NC(=O)C2=NNC(c3ccccc3)(c3ccccc3)C2)c(O)c1
→ -19, -4, 0, -6, 0.1, 2, -0.6, -6, -3
Cc1cccc(C)c1OCC(=O)Nc1nnc(C2CCCO2)s1 (stereo not drawn)
→ -9, -2, -4, -6, -0.4, 0, 0.1, -10, 9
Cc1nc2ccccc2n1S(=O)(=O)c1ccc(Br)cc1
→ -28, -3, -13, -3, 1.2, -1, -2.1, -18, 3
Cc1ccc(Nc2nnc(C)c(=O)[nH]2)cc1
→ -10, -13, -10, -7, -0.3, 37, -1.2, -4, 7
COC(=O)c1sc(NC(=O)c2ccco2)nc1C
→ 6, 0, 18, -2, 0.5, -1, 1.9, -6, 7
O=C(Nc1cc(Cl)ccc1-n1cncn1)c1cncc(Br)c1
→ 3, -4, -29, -4, -1.6, 1, -1.2, -3, 4
C=CCc1cccc2cc(C(=O)Nc3ccc(F)cc3)c(=O)oc12
→ -7, -2, -17, -2, 0.7, 1, -0.7, 3, 0
CCOC(=O)c1cccc(NC(=O)c2c(N)n(C)c(=O)[nH]c2=O)c1
→ -6, -7, nt, nt, 0.9, nt, 0.4, nt, nt

Compound profiles, as listed above. Order of screens: CHO parental Ca, OXTR potentiator, TAAR1 antag, CHRM1 agonist, V1R ag counter, TAAR1 agonist, OXTR agonist, CHRM1 antagonist, M1 PAM
Record of CCOc1ccccc1NC(=O)c1cccc2ccccc12 : -30, 2, -4, 0, -0.4, -2, -2.3, -24, 16
Record of CC1=CC(C)C(CN(CCC[N+](C)(C)C)C(=O)Nc2ccccc2)C(C)C1 (stereo not drawn) : -15, -7, -30, -5, -0.3, 4, -0.7, 3, 3
Record of O=C(CCC(=O)c1cccs1)OCC(=O)c1ccc(F)cc1 : 1, -5, -8, -2, 0.9, 0, 0.1, 3, -4
Record of Cc1cccc(C)c1OCC(=O)Nc1nnc(C2CCCO2)s1 (stereo not drawn) : -9, -2, -4, -6, -0.4, 0, 0.1, -10, 9
Record of COc1cccc(NC(=O)CN(C)C(=O)CCN2C(=O)C3CC=CCC3C2=O)c1 (stereo not drawn) : nt, nt, -26, 0, nt, 1, nt, -12, 17

(list continues)
Values run as follows: CHO parental Ca, OXTR potentiator, TAAR1 antag, CHRM1 agonist, V1R ag counter, TAAR1 agonist, OXTR agonist, CHRM1 antagonist, M1 PAM
Cc1ccc(OCCC(=O)OCC(=O)c2ccc3c(c2)NC(=O)CO3)cc1
→ 12, -11, 21, 3, 13, 9, 11, 1, -2
CCOc1ccccc1CN1CCN(C2CCSCC2)CC1CCO (stereo not drawn)
→ -19, -7, 2, -14, 0.6, 7, 0.5, 11, -8
Cc1ccc(-c2noc(CSc3nnc(CCc4ccccc4)n3-c3ccccc3)n2)cc1
→ -5, -9, 12, -7, 4.1, 11, 5.5, -5, -1
COc1ccccc1-c1noc(CCC(=O)N2CCN(c3cc(C)ccc3C)CC2)n1
→ -24, nt, 56*, 2, nt, 8, nt, 7, -2
COc1cc(C(c2nnnn2C(C)(C)C)N2CCN(c3nc4ccccc4s3)CC2)ccc1O (stereo not drawn)
→ -18, -4, 10, -1, 2.2, 4, 1.9, -21, 4
COc1ccc(Br)cc1-c1noc(-c2ccncc2)n1
→ -1, -4, -4, -2, 0.4, 10, 0.5, -19, 5
COc1ccc(OCC(O)CN(C2CCCCC2)C2CCCCC2)cc1 (stereo not drawn)
→ -29, -7, -5, -3, 0.3, 1, -0.5, -1, 6
COc1ccc(OC)c(NC(=O)CC2C(=O)NCCN2C(=O)c2ccccc2)c1 (stereo not drawn)
→ 2, 2, -14, -2, 1.2, 4, 0.6, -12, 11
CC(Sc1nnnn1C)C(=O)Nc1ccc(N2CCOCC2)cc1 (stereo not drawn)
→ -2, -10, 0, -4, -0.5, 3, 1.5, -7, 7
O=C(COC(=O)c1ccccc1OCc1ccc(F)cc1)NCC1CCCO1 (stereo not drawn)
→ -11, -10, 3, -7, 0.1, 13, -2.0, -10, 5
O=S(=O)(CCc1ccccc1)CS(=O)(=O)CCc1ccccc1
→ nt, nt, -12, -1, nt, 2, nt, -9, 0
C=CCn1c(C(CCCC)CC(O)COCC(C)C)n[nH]c1=S (stereo not drawn)
→ 4, 2, -13, -4, 1.3, 7, 0.6, -4, 5
CC(C)(C)c1cc(C(F)(F)F)c(C#N)c(=O)[nH]1
→ -12, -10, -6, -2, 0.3, 5, 0.5, -24, 10
Cc1ccccc1Nc1nnc(SCC(=O)NCC2CCCO2)s1 (stereo not drawn)
→ -17, 5, 2, -1, 1.1, 2, 0.8, -14, 13
COc1cc(CN2CCN(c3ccccc3F)CC2)cc(OC)c1O
→ -4, 2, -8, -2, 0.2, 11, -0.3, 1, 9
CCOc1ccc(Cl)cc1S(=O)(=O)n1nnc2ccccc21
→ 11, -9, 32, -6, -0.8, -1, -0.7, 11, -12
COc1ccc2c3n([n+]([O-])c2c1)CCN=C3c1cc(Cl)c(N)c(Cl)c1
→ -12, -3, 7, -5, 0.5, 5, -0.1, 3, 1
CCc1cc(=O)oc2cc(OCC(=O)NCCN3CCOCC3)c(Cl)cc12
→ -8, 0, -6, -4, 0.1, -1, 1.0, 2, 0
CCOc1ccc(N(CC(=O)NCc2ccc3c(c2)OCO3)C(=O)c2csnn2)cc1
→ -10, -3, 3, -1, -0.8, -3, -0.9, 7, -1
CCn1cc(C(=O)NCC2CCCO2)c(=O)c2cc(S(=O)(=O)N3CCCCC3)ccc21 (stereo not drawn)
→ -4, 3, -10, -6, 0.3, 1, 0.8, 1, 4

Next structures
Values run as follows: CHO parental Ca, OXTR potentiator, TAAR1 antag, CHRM1 agonist, V1R ag counter, TAAR1 agonist, OXTR agonist, CHRM1 antagonist, M1 PAM
C/C(=C\C(=O)OCC(=O)NCc1ccccc1)C(=O)OCC(=O)NCc1ccccc1
→ -8, -3, -14, -5, 2.1, -1, -0.8, -4, 7
Cc1c2cnn(CC(=O)Nc3c(F)c(F)cc(F)c3F)c(=O)c2c(C)n1Cc1ccccc1F
→ -1, -26, 14, 0, -0.2, -2, -0.6, 3, -4
Cn1c(/C=C/N2CCOCC2)c(C(=O)c2ccc(Br)cc2)c(=O)n(C)c1=O
→ -12, -5, -8, -1, 0.0, 11, -0.5, 1, 1
CC(C)n1c(NCc2cc(Cl)ccc2O)nc2ccccc21
→ -5, -10, 6, -2, 1.7, 0, -0.6, -2, 1
CCC(C)[C@H](NC(=O)[C@@H]1Cc2ccccc2CN1)C(=O)NCc1ccc(OC)cc1 (stereo partly drawn)
→ -21, 1, -4, -6, 1.4, 1, -0.3, -15, 5
C=CCn1c(SCC(=O)N2CCCC2=O)nc2sc(CC)cc2c1=O
→ 18, -12, 20, -1, 40*, 3, 38*, 16, -5
COCc1cc([C@@H]2C[C@H]3CN(c4ccccc4)C(=O)[C@]34CCCN24)ccc1OC
→ -24, 2, -20, -10, 0.8, 0, 0.1, 57*, -30
Cc1ccc(N2C(=O)CSC2c2cccnc2)cc1F (stereo not drawn)
→ -2, -8, -10, -8, 0.9, 4, 0.2, 1, -2
COc1ccc(CNC(=O)c2cccc3c(-c4cnn(C)c4)coc23)cc1OC
→ nt, nt, 28, 5, nt, 7, nt, 7, -14
CC(=O)Nc1ccc(CN(C)c2c(C)nc3ccc(C(=O)NCCc4ccccn4)cn23)cc1
→ nt, nt, -3, -7, nt, 2, nt, -2, 5
O=C1CSC(=S)N1/N=C/C=C/c1ccccc1
→ -7, -7, -5, -5, 1.8, 1, -0.6, -3, 5

Shown as a hit in CHRM1 antagonist (from the list above):
Structure | OXTR potentiator | TAAR1 antag | CHRM1 agonist | TAAR1 agonist | CHRM1 antagonist | M1 PAM
COCc1cc([C@@H]2C[C@H]3CN(c4ccccc4)C(=O)[C@]34CCCN24)ccc1OC | 2 | -20 | -10 | 0 | 57* | -30
